Screening data from PubChem.
LmPK inhibitor: LmPK (Leishmania mexicana) enzyme inhibition. hit rate 0.37% among 290,000. Potency, µM (series often up to 57.5 µM), for the others: top-dose activity change, negative = inhibition, most hits filed as inhibitors. purified LmPK, Kinase-Glo ATP luminescence, 1 h. AID 1721
Target sequence (Q27686 whole entry, looked up): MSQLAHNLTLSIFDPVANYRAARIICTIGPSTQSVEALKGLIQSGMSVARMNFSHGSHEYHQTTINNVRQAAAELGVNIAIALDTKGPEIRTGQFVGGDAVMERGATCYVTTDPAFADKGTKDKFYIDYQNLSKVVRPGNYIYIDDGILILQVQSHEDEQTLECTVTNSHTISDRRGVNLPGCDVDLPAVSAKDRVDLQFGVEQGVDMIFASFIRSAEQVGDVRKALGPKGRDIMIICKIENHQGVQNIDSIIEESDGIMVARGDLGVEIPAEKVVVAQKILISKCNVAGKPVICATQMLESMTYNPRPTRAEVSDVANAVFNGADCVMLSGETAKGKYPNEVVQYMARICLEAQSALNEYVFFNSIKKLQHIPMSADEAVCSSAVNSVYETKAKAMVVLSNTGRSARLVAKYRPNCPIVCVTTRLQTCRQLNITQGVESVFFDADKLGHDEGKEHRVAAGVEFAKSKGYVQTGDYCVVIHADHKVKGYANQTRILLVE
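Purified LmPK (0.1 nM) with 0.5 mM PEP and 0.1 mM ADP in imidazole buffer pH 7.2 with MgCl2/KCl, 1 h at room temperature. ATP formed was read by luciferase luminescence and normalized to no-enzyme and uninhibited controls.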
Pf growth 48h: P. falciparum growth inhibition at 48 hours (one generation) | P. falciparum luciferase growth in erythrocytes, 48 h | Potency, µM (titrated, usually from 28.7 µM), without a hit: at the top dose activity change, negative = inhibition, most hits filed as inhibitors | hit rate 5.9% among 310,000
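Growth was read as firefly luciferase luminescence after a 48 h, 37 C, 5% CO2 exposure of compounds to reporter-bearing P. falciparum cultures (0.1% parasitemia, 2% hematocrit final) in Albumax-supplemented RPMI 1640.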
TbPYK inhibitor: T. brucei pyruvate kinase inhibition; hit rate 0.12% among 410,000; TbPYK enzyme, Kinase-Glo Plus ATP luminescence, 45 min; AID 624173; Potency, µM (series often up to 76.8 µM), for the others: at the highest dose activity, negative = inhibition, usual class: inhibitors; also: nearly all actives have a fitted effect of over 50% in size
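Screened from lowest to highest concentration, compounds were pinned into TbPYK/substrate mixtures, and ADP (130 uM final) was added. Plates sat at room temperature for 45 min prior to Kinase-Glo Plus detection by luminescence.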
Pf growth 96h: P. falciparum growth inhibition at 96 hour, primary screen for plastid delayed-death inhibitors. AID 504834. hit rate 6.9% among 320,000. P. falciparum luciferase reporter growth, 96 h. Potency, µM (doses to about 28.7 µM), for inactives: top-dose activity change, negative = inhibition, most hits filed as inhibitors
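Plates of compound plus infected erythrocytes (2% hematocrit, 0.05% parasitemia final) incubate 96 hours, 37 C, 5% CO2. Detection reagent added; reduced luminescence from the parasites' luciferase reporter flags inhibition.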
HCV inhibitor: HCV inhibition; Huh7.5.1 HCVcc-Cre infection, luciferase reporter, 44 h; Potency, µM (top dose mostly 41.8 µM), for inactives: at the top dose activity change, negative = inhibition, most hits filed as inhibitors; hit rate 3.4% among 340,000; AID 651820
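A cell-based infection assay in which seeded cells (1,000 per well) receive test compound after 4 h, are inoculated with HCVcc-Cre at approximately 0.5 moi, and are incubated 44 h before luminescence detection.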
Sm TGR inh: inhibitors of Schistosoma mansoni thioredoxin glutathione reductase; Q962Y6; purified TGR, DTNB reduction, TNB absorbance 405 nm; Potency, µM (doses to about 114 µM), for the others: top-dose activity change, negative = inhibition, actives largely listed as inhibitors; hit rate 3% among 360,000; AID 485364; also: nearly all actives have a fitted effect of over 60% in size
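First, TGR (20 nM dispensed) and NADPH were mixed with compound. Second, a 15 min room-temperature incubation followed. Third, further NADPH and then DTNB were added to start the reaction. Finally, TNB absorbance was monitored kinetically.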
* = called active by the depositor; ? = inconclusive; / = no result given; & = joins results of further samples; [ ] = dose if it differs, or a comment. Calls follow the shape of the dose curve; as a rule, active = well fitted curve in the direction sought with a large enough effect; inconclusive = small, poorly fitted or top-dose-only effect, or another doubt; inactive = no such curve, though single readings can be large; an effect the other way counts as inactive or inconclusive. % is scaled to controls: 0 for no effect and ±100 for the full control effect; potency is read from the fitted curve at half-maximal effect.

mol,Sm TGR inh,TbPYK inhibitor,Pf growth 48h,Pf growth 96h,HCV inhibitor,LmPK inhibitor
Cc1ccc(C(=O)NCc2ccc3c(c2)CCO3)cc1C,-9%,-6%,26%,41%[activator],-16%,-7%
O=C(Nc1ccnn1C1CCN(C/C=C/c2ccccc2)CC1)c1ccccc1Cl,-11%,-9%,?,31%[activator],/,-1%
CC(=O)c1ccc(N2CCC(c3cc(-c4ccc(Cl)cc4)n[nH]3)CC2)c([N+](=O)[O-])c1,16%,9%,?,?,?,5%
CCN(CC)c1cc2nonc2c2nonc12,10%,-11%,-8%,17%,-22%,-5%
C/C(CS(=O)(=O)c1ccc(Cl)c(Cl)c1)=N/NC(N)=S,/,-1%,42%[activator],-28%,-18%,1%
CCOC(CCc1c(C)nc(NC(C)=O)[nH]c1=O)OCC,7%,-5%,-4%,17%,4%,1%
Nc1nc(SCC(=O)Nc2cc(C(F)(F)F)ccc2N2CCOCC2)n[nH]1,2%,-3%,-9%,21%,4%,-1%
CC1CC(C)CN(C(=O)c2cc3c(s2)CCC3)C1 (configuration not stated),?,-6%,/,?,-24%,-12%
CSCC[C@H](NC(=O)Nc1ccccc1C)C(=O)O,6%,10%,21%,31%[activator],-30%,6%
O=C(O)CNS(=O)(=O)c1ccc(-c2ccccc2)cc1,-7%,/,/,10%,/,-2%
CN(CC(=O)Nc1nc2ccc(F)cc2s1)S(=O)(=O)c1ccc(Cl)cc1,-17%,-8%,/,?,?,0%
CCN(CC)C(=O)C1CCCN(Cc2cccc(F)c2)C1 (configuration not stated),8%[11.4 µM],-51%,/,-11%,8%,3%
Cc1nc2nc3c(c(=O)n2[nH]1)CCC3,-18%,3%,-12%,24%,2%,-8%
CCCCC(=O)OCC(=O)N1N=C(c2c[nH]c3ccccc23)C(O)C1c1ccc(OC)cc1 (configuration not stated),-11%,-12%,/,-6%,?,-2%
COc1ccc(CN2CCCC(C(=O)N3CCCCC3)C2)cc1OC (configuration not stated),0%,4%,31%[activator],22%,12%,-2%
COC(=O)[C@@]12CCCCN1[C@H](c1ccc(-c3ccccc3)cc1)[C@H]1C(=O)N(C)C(=O)[C@H]12,-22%,-10%,-19%,1%,-3%,/
Cc1cccc(NC(=O)Nc2ccc3c(c2)OCO3)n1,-6%,-7%,84%[activator],128%[activator],-2%,-4%
CC(C)NC(=O)CC(=O)N/N=C\c1ccccc1C(=O)O,9%[57.1 µM],0%,12%,27%,10%,-1%
C/C(=N/NC(=O)c1ccc2c(c1)OCO2)c1cccc(NC(=O)C(C)(C)C)c1,1%,0%,11%,-5%[5.75 µM],-28%,0%
O=C(NS(=O)(=O)c1ccc2c(c1)OCCO2)c1ccccc1,2%,-13%,16%,/,10%,-5%
NC(N)=N/N=C/c1cccc(Cl)c1Cl,11%,0%,1.7µM*,2.1µM*,-30%,3%
O=C(O)c1ccc(N/N=C/c2ccc3c(c2)OCO3)cc1,0%,?,?,-14%,-3%,10µM*
COc1cc(C2CC(=O)N3CN(c4ccccc4C)CSC3=C2C#N)cc(OC)c1OC (configuration not stated),?,/,?,?,/,-3%
COc1ccc(S(=O)(=O)CCc2nnc(NC(C)=O)s2)cc1,-6%,1%,-19%,17%,-1%,4%
Cc1cc(Br)ccc1NC(=O)CN(C)C(=O)CN1C(=O)NC2(CCCC2)C1=O,-1%,-10%,5%,15%,-9%,/
Cc1ccc2nc3sc(C(=O)N4CCCc5ccccc54)c(N)c3cc2c1,11%,-5%,?,?,?,0%
COc1ccc(/C=N/N=C/c2ccc(OC)c(OC)c2)cc1OC,-3%,4%,3.7µM*,117%[activator],-3%,-11%
CC(=O)c1ccc(Sc2ccc(C(C)=O)cc2)cc1,3%,0%,47%[activator],?,4%,0%
COCCC(=O)N1CCCC(C(=O)c2ccc3c4c(cccc24)CC3)C1 (configuration not stated),44%[activator],-15%,0%,6%,2%,4%
CCN(Cc1ccc(NC(C)=O)cc1)CC1CCCN(CCc2cccc(OC)c2)C1 (configuration not stated),-19%,-8%,12µM*,12µM*,?,0%
CCOC(=O)c1cc(-c2ccc(C)cc2)n(CCC(=O)NCCCOC)c1C,3%,-1%,0%,/,-7%,1%
O=C(NNC(=O)c1ccc(Cn2cccn2)o1)NC12CC3CC(CC(C3)C1)C2,-10%,1%,2%,-24%,19%,-11%
COc1ccc(-c2nnn(CC(=O)N(c3cccc(O)c3)C(C)C(=O)NC3CCCC3)n2)cc1OC (configuration not stated),-36%,0%,?,354%[activator],-17%,3%
O=C(COc1ccc(Br)cc1CO)N1CCCc2ccccc21,-17%,-15%,?,?,-4%,6%
Cc1ccc(S(=O)(=O)N2CCN(C(=O)CSc3nncs3)CC2)cc1,8%,-3%,16%,-5%,18%,1%
CCOC(=O)N1CCC(NC(=O)c2ccc3c(c2)N=C(C)c2ccccc2S3)CC1,11%,-8%,?,?,?,-7%
COc1ccc(C)cc1NC(=O)CCN1CCN(c2ccccc2F)CC1,6%,3%,?,?,-20%,-10%
CCc1nnc(NC(=O)C2CCCN2C(=O)NC2CCCCC2)s1 (configuration not stated),-3%,0%,5%,15%,14%,-1%
COC(=O)[C@@H](NC(=O)Nc1ccc(S(N)(=O)=O)cc1)C(C)C,5%,1%,12%,10%,10%,3%
COC(=O)c1ccc(NC(=O)Nc2ccc(OC)c(OC)c2)cc1,2%,-7%,-9%,-48%[5.75 µM],14%,-3%

Compound profiles (already shown). Values in the order: Sm TGR inh | TbPYK inhibitor | Pf growth 48h | Pf growth 96h | HCV inhibitor | LmPK inhibitor
O=C(NNC(=O)c1ccc(Cn2cccn2)o1)NC12CC3CC(CC(C3)C1)C2 in the list: -10% | 1% | 2% | -24% | 19% | -11%
COC(=O)[C@@H](NC(=O)Nc1ccc(S(N)(=O)=O)cc1)C(C)C in the list: 5% | 1% | 12% | 10% | 10% | 3%

The listing continues:
mol,Sm TGR inh,TbPYK inhibitor,Pf growth 48h,Pf growth 96h,HCV inhibitor,LmPK inhibitor
CC(NC(=O)C(=S)N1CCN(C)CC1)c1ccccc1 (configuration not stated),/,0%,39%[activator],21%,8%,4%
COCCNCc1nc2sc(C)c(-c3ccccc3)c2c(=O)[nH]1,1%,11%,4%,2%,-23%,-3%
CCN1CCN(C(=O)c2cc3c(=O)oc4ccc(C)cc4c3s2)CC1,2%,-10%,38%[activator],4%,8%,0%
CN(CC(=O)Nc1ccc(OC(F)(F)F)cc1)C1CCCCC1,3%,24%,?,?,?,-19%
CN(C)S(=O)(=O)c1ccc(NC(=O)C2COc3ccccc3O2)cc1 (configuration not stated),6%,-3%,10%,?,13%,1%
O=C1/C(=C/c2ccccc2)SC(=S)N1CC(=O)N1CCCCC1c1cccnc1 (configuration not stated),-3%,-8%,?,?,?,0%
COc1ccc(CNC(=O)CCNC(=O)N2CCn3c2nc2ccccc23)cc1,-7%,-26%,5%,6%,10%,0%
O=C1c2ccsc2SCCN1Cc1ccccc1,15%,-1%,1%,8%,-21%,1%
O=C1Nc2cc(C(=O)N3CCN(c4ccc(F)cc4)CC3)ccc2NC1CSCc1cccc(F)c1 (configuration not stated),36%,?,-10%,-19%,?,-1%
COc1ccccc1OCCCC(=O)NC(C)c1ccccc1 (configuration not stated),-11%,-2%,0%,113%[activator],7%,0%
CCC(C(=O)O/N=C(\N)c1ccc(Cl)cc1)c1ccccc1 (configuration not stated),-26%,-3%,/,?,0%,6%
CCOc1ccc(C2=NNC(c3cccnc3)=Nc3ccc(OC)cc32)cc1,19%,4%,?,?,?,12%
Cn1nc(C(F)(F)F)c(-c2ccccc2)c1NC(=O)CCC(=O)O,32%,11%,4%,23%,2%,-2%
Cn1c(=O)n(CCCOc2ccc(Br)cc2)c2ccccc21,-16%,0%,-23%,/,-4%,4%
CCCN1Cc2cccc(C(=O)NCc3ccc4c(c3)OCO4)c2C1=O,-1%,1%,5%,3%,?,-6%
COc1ccc(NS(=O)(=O)c2ccc(N3CCCC3=O)cc2)cn1,2%,2%,?,?,?,-10%
O=C(Cn1cc([N+](=O)[O-])cn1)NC1CCCCCC1,5%,-17%,27%,48%[activator],19%,0%
Cc1ccc(-c2csc3nc[nH]c(=O)c23)cc1,6%,-4%,-1%,225%[activator],-11%,-2%
C[Se]C[C@@H](N)C(=O)O,?,-24%,0%,6%,4%,/
CN(C)CCN1C(=O)C(O)=C(C(=O)c2ccco2)C1c1ccccc1F (configuration not stated),0%,3%,3%,/,-5%,-1%
CCOC(=O)c1[nH]c(C)c(C(=O)NCc2cccnc2)c1C,1%,1%,/,2%,6%,6%
O=C(c1ccc([N+](=O)[O-])cc1)n1nc(-c2ccccc2)nc1NCc1ccccc1,8%,-2%,-10%,0%,-2%,1%
COc1ccc2nc3sc(C(=O)NCc4cccs4)c(N)c3cc2c1,4%,/,94%[activator],0%,/,6%
COCCn1cnc2c1c(=O)n(CC(=O)c1ccc3c(c1)OCCO3)c(=O)n2Cc1ccccc1,-1%,-8%,-22%,-16%,1%,8%
COc1cccc(CNC(=O)c2nnn(CC(=O)Nc3cc(C)ccc3C)c2N)c1,0%,3%,21%,12µM*,?,-3%
N=c1n(CCN2CCOCC2)c2ccccc2n1Cc1ccccc1Br,0%,-14%,?,-23%,?,-3%
O=c1[nH]c2cc3c(cc2cc1CN(CC1CCCO1)S(=O)(=O)c1ccccc1)OCCO3 (configuration not stated),-2%,-7%,?,?,14%&-10%,2%
O=C(NN1C(=O)c2ccccc2C1=O)c1ccncc1,80%[activator],0%,11%,11%,8%,-3%
O=C(COC(=O)c1ccc(Cl)nc1)NCc1cccs1,-31%,-1%,-9%,2.3µM*,25%,2%
Oc1c(C=Nc2ccc(Cl)cn2)sc2ccccc12,-2%,-2%,201%[activator],12%,9%,-5%
Cc1sc2nc(CSc3nc4ccccc4s3)[nH]c(=O)c2c1C,0%,/,11%,-8%,/,0%
COc1ccc(S(=O)(=O)Nc2ccc3c(c2)N(C(C)=O)CCC3)cc1,1%,-1%,2%,0%,?,/

Reprinted from the listing, 5 compounds:
mol,Sm TGR inh,TbPYK inhibitor,Pf growth 48h,Pf growth 96h,HCV inhibitor,LmPK inhibitor
O=C(NN1C(=O)c2ccccc2C1=O)c1ccncc1,80%[activator],0%,11%,11%,8%,-3%
O=C(COC(=O)c1ccc(Cl)nc1)NCc1cccs1,-31%,-1%,-9%,2.3µM*,25%,2%
Oc1c(C=Nc2ccc(Cl)cn2)sc2ccccc12,-2%,-2%,201%[activator],12%,9%,-5%
Cc1sc2nc(CSc3nc4ccccc4s3)[nH]c(=O)c2c1C,0%,/,11%,-8%,/,0%
COc1ccc(S(=O)(=O)Nc2ccc3c(c2)N(C(C)=O)CCC3)cc1,1%,-1%,2%,0%,?,/
